# Compound activity as filed in PubChem.
# All columns: NCI-60 one-dose screen, growth in % after 48 h at 10 µM unless noted; 100 = growth as untreated, 0 = no growth, -100 = all killed.
# MDA-MB-231 – MDA-MB-231 breast cancer | AID 1794789 | actives 5% (n = 81,000)
# MCF7 – MCF7 breast cancer | AID 1794796 | actives 6.3% (n = 82,000)
# HS 578T – HS 578T breast cancer | actives 4.1% (n = 78,000) | AID 1794788
# T-47D – T-47D breast cancer. actives 5% (n = 79,000)
# BT-549 – BT-549 breast cancer; actives 4.4% (n = 78,000); AID 1794793
# MDA-MB-468 – MDA-MB-468 breast cancer | actives 8.5% (n = 78,000) | AID 2202374
# LOX IMVI – LOX IMVI melanoma; actives 7.4% (n = 79,000); AID 1794757
# SK-MEL-28 – SK-MEL-28 melanoma; actives 4.1% (n = 81,000)
# Starred values were filed as active, the others as inactive; . = no result given; & = joins results of further samples. How the source made its calls: active means growth percent below 10; inactive means the rest.
# Results follow in this order: MDA-MB-231, MCF7, HS 578T, T-47D, BT-549, MDA-MB-468, LOX IMVI, SK-MEL-28
- N#CCCNNc1ccccc1
    76, 89, 121, 90, 87, 85, 88, 125
- COc1ccc(/C=C/C(=O)c2c(C)nc3ccccc3c2/C=C/c2ccc(C)cc2)cc1
    85, 44, 87, 52, 107, 87, 80, 96
- CCOC(=O)c1cn2ncnc(Oc3ccc(NC(=O)Nc4ccc(Cl)c(C(F)(F)F)c4)c(F)c3)c2c1C
    97, 86, 103, 89, 127, ., 92, 104
- CCC(C)C1OC1(C)C1(O)C(/C=C/C=C/C=C/C(=O)O)C2CC=C(C)CC2C2OC21C (stereo not drawn)
    110, 97, 105, 92, 101, 122, 86, 112
- N#C/C(=C\c1ccc2ccccc2c1)C(=O)Nc1sc2c(c1C#N)CCCC2
    92, 92, 104, 97, 108, 90, 103, 102
- COc1cccc(N2C(=O)CSC2=S)c1
    91, 88, 98, 89, 90, 77, 82, 165
- Cc1ccc2c(c1)N=C(Nc1ccccc1)N=S2(C)=O (stereo not drawn)
    89, 79, 91, 78, 102, 88, 91, 109
- COc1cc(-c2nc3ccc(C)cc3[nH]2)ccc1OCC(=O)N=Nc1c(O)[nH]c2ccccc12
    -81*, -73*, -47*, -61*, 19, -86*, -98*, -77*
- Cc1ccc(NCc2ccc(Oc3ncnc4ccccc34)cc2)cc1
    105, 85, 91, 59, 74, 102, 89, 105
- O=C1CC(=NCC(=O)n2cnc3ccccc32)NN1
    97, 93, 100, 94, 104, 109, 88, 106
- c1ccc(SCN2CCCCC2)cc1
    111, 110, 105, 93, 117, 115, 104, 123
- CC/C=C1/C(=O)C=C[C@@H]1C/C=C\CCCC(=O)O
    79, 20, 69, 72, 77, 73, 20, 97
- O=C(Nc1ccc(N2CCNCC2)cn1)c1[nH]ncc1Nc1ncnc2sccc12
    -36*, 20, 70, -4.2*, 93, -60*, -75*, -81*
- Cc1ccc(C(=O)c2ccc(CC(=O)NNC(=O)Nc3c(Cl)cccc3Cl)n2C)cc1
    91, 90, 100, 82, 91, 100, 90, 111
- CCOC(=O)C1=C(C)NC(SCc2nc(C)c(C)nc2C)N=C1c1ccccc1 (stereo not drawn)
    99, 88, 101, 83, ., 87, 100, 96
- O=C1N=c2ccccc2=C1c1sc(N2CCCCC2)nc1O
    85, 76, 95, 74, 114, 83, 98, 98
- CCCCCCCCCCCCCC(=S)NCCCC[C@H](NC(=O)OCc1ccccc1)C(=O)Nc1ccccc1
    17, 42, 61, 43, 107, 27, 42, 72
- O=C1/C(=C/c2ccccc2)S[C@]2(C(=O)Nc3ccccc32)N1c1ccccc1
    70, 89, 91, 74, 90, 103, 81, 109
- Cc1cc2c(C(C)C)c(O)c(O)cc2c2c1-c1c(C)cc3c(C(C)C)c(O)c(O)cc3c1OP(=O)(O)O2
    95, 98, 102, 87, 91, 94, 81, 95
- CC/C(=C(/c1ccc(OCCN(C)C)cc1)c1ccc(OC(=O)CCC(=O)c2c(C)[nH]c(/C=C3\N=C(c4ccc[nH]4)C=C3OC)c2C)cc1)c1ccccc1
    -30*, -12*, 8.4*, 23, 48, 53, -45*, 62
- N#Cc1c(-c2ccc(F)cc2)cc(-c2ccncc2)[nH]c1=O
    102, 98, 102, 102, 108, 103, 97, 107
- Cc1cc(C)c(S(=O)O)c(C)c1
    102, 109, 104, ., 104, 106, 94, 113
- O=C(NC(=S)NNC(=S)NNc1ccccc1)c1ccccc1
    78, 8.1*, 15, 18, 49, 84, 48, 59
- COc1cc(Cl)cc(-c2nn(-c3cccc(NC(=O)Nc4ccc(Cl)c(Cl)c4)c3)cc2-c2ccncc2)c1
    -21*, 4.7*, 28, 19, 29, 0.7*, 9.2*, 23
- CN1CC(=O)N=C1N
    109&100, 104&94, 99, 146&100, 99&110, 119&102, 104&104, 109&104
- C/C(=C(/C)C1CC1CCNC1CCC(NC(=O)OC(C)(C)C)CC1)c1ccccc1 (stereo not drawn)
    73, 16, 84, 45, 86, 35, 10, 35
- CCCCCCCCCCCCCCCCCCn1cc(COc2ccc(C=O)cc2)nn1
    110, 93, 110, 89, 100, 104, 86, 109
- CC(C)(C)c1ccc(C(C)(C)C)cc1
    121, 107, 98, 106, 99, ., 108, 121
- O=c1[nH]c(CNc2ccc(NCc3c(-c4ccccc4)no[n+]3[O-])cc2)nc2c1cnn2-c1ccccc1
    73, 50, 86, 43, 62, 33, 64, 85
- Cc1nc2sc(C(=O)Nc3ccc(S(N)(=O)=O)cc3)c(N)c2c(C)c1Br
    105, 93, 101, 82, 88, 96, 103, 102
- C=C(C)C(CCc1nc(N)nc(N)n1)(CCc1nc(N)nc(N)n1)C(C)=O
    94, 97, 102, 94, 100, 119, 105, 103
- CCCCCCCCCCCCCCCCN=Cc1ccc(Cl)cc1Cl
    94, 101, 86, 115, 121, ., 98, 115
- COc1cccc(-c2nc3sccn3c2-c2ccnc(NCCNC(=O)c3ccccc3)n2)c1
    84, 82, ., 62, 85, 79, 55, 64
- COc1ccc(/C=C2/N=C(NNC(=O)c3ccccn3)N(c3ccccc3)C2=O)cc1
    90, 94, 111, ., 95, 101, 96, 108
- COc1ccc(/C=C2/CN(C(=O)c3ccc(C)cc3)C/C(=C\c3ccc(OC)cc3)C2=O)cc1
    87, 33, 92, 69, 94, 74, 42, 116
- COc1ccc(NC(=O)CCSc2nc3ccccc3c(=O)n2Cc2cc(OC)c(OC)c(OC)c2)cc1
    64, 88, 88, 68, 92, 86, 92, 98
- COc1cc(N)c2ncccc2c1SC
    95, 104, 92, 93, 102, 107, 93, 106
- Cc1nnc(N2CCN(c3ccccn3)CC2)c2ccccc12
    117, 89, 109, 96, ., 87, 102, 101
- CCOC(=O)Cc1nc(N)n(C(=S)NC)n1
    95, ., 110, 112, 112, 101, 103, .
- N#Cc1cnc(NC2C3CC2C3)nc1-n1cnc2ccccc21 (stereo not drawn)
    94, 79, 92, 55, 73, 80, 54, 97
- O=C(/C=C/N1CCc2c(ncnc2NC2CC2)C1)c1ccccc1O
    103, 84, 92, 79, 101, 40, 85, 101
- O=C1C2CCCN2C(=O)c2ccccc2N1Cc1cn(-c2ccc(Br)cc2)nn1 (stereo not drawn)
    104, 97, 99, 103, 105, 101, 98, 103
- CCO/C=N/C1=C(C#N)C(c2ccc(Cl)cc2)c2c(c3ccccc3n(C)c2=O)O1 (stereo not drawn)
    51, 42, 66, 65, 81, 54, 65, 84
- CCN(CCO)c1ccc(N=Nc2ccc([N+](=O)[O-])cc2)cc1
    104, 102, ., 91, 112, 86, 94, 113
- CCN(C(=O)CCl)C(C)(C)C(SSSC(c1ccc(Cl)cc1)C(C)(C)N(CC)C(=O)CCl)c1ccc(Cl)cc1 (stereo not drawn)
    74, 57, 93, 87, 86, 5.8*, 67, -25*
- CCCN1C(=O)N(CCC)C2C1NC(=S)N2/N=C/C=C/c1ccccc1OC (stereo not drawn)
    24, 17, 9.9*, 40, 56, 1.1*, 41, 50
- O=S(=O)(O)c1ccc(N=Nc2ccc(N=Nc3c(S(=O)(=O)O)cc4cc(S(=O)(=O)O)cc(O)c4c3O)cc2)cc1
    108, 100, 95, 97, 112, 96, 97, 110
- COc1ccc(C2CC(c3ccc(Nc4nc(NCCO)nc(Nc5ccc(Cl)cc5)n4)cc3)=Nc3c(N)nc(N)nc3N2)cc1 (stereo not drawn)
    77, -72*, 95, 72, 78, -23*, 13, 119
- COc1cccc(-c2oc3cc(OC)ccc3c(=O)c2O)c1
    66, 59, 93, 60, 59, 68, 52, 83
- Nc1ncc(-c2cccc(NS(=O)(=O)c3ccc(Br)cc3)c2)[nH]1
    87, 92, 101, 76, 120, 92, 96, 92
- Cc1ccccc1OCc1nnc(-c2ccc(Oc3ccc(Cl)cc3Cl)cc2)o1
    ., 94, 102, 89, 101, 107, 99, 115
- CCCCN(Cc1ccccc1)Cc1ccc(N(CC)CC)cc1
    97, 89, 109, 78, 94, 92, 88, 102
- O=C(Oc1ccccc1)C(Br)C(Br)c1ccccc1 (stereo not drawn)
    101, 49, 86, 94, 100, 57, 82, 111
- COc1ccc(/C=N/NC(=O)c2c(Nc3ccccc3)nn(CC(O)c3ccccc3)c2N)cc1Oc1ccccc1 (stereo not drawn)
    85, 70, 95, 86, 110, 69, 93, 96
- CCN(CC)CCCC(C)Nc1ccnc2cc(C)ccc12 (stereo not drawn)
    101, 93, 99, 98, 100, 86, 97, 106
- Cc1cc(C)c(S(=O)(=O)Cl)c(C)c1
    110, 101, 98, 96, 108, 92, 102, 124
- COc1ccccc1OCC(=O)O
    107, 102, 97, 94, 110, 26, 93, 102
- COc1ccc2occ(C3=C(c4c[nH]c5ccccc45)C(=O)N(O)C3=O)c2c1
    69, 82, 96, 76, 84, 95, 58, 114
- Cn1ccc2c1-c1oncc1CCC2
    108, 97, 95, 104, 126, 103, 99, 98
- C=CC[Si](CC=C)(CC=C)OCC
    106, 114, 100, 104, 99, 111, ., 116

# Entries of single compounds, looked up by structure.
# O=C(/C=C/N1CCc2c(ncnc2NC2CC2)C1)c1ccccc1O across the screens: MDA-MB-231 = 103; MCF7 = 84; HS 578T = 92; T-47D = 79; BT-549 = 101; MDA-MB-468 = 40; LOX IMVI = 85; SK-MEL-28 = 101
# CCCCN(Cc1ccccc1)Cc1ccc(N(CC)CC)cc1 across the screens: MDA-MB-231 = 97; MCF7 = 89; HS 578T = 109; T-47D = 78; BT-549 = 94; MDA-MB-468 = 92; LOX IMVI = 88; SK-MEL-28 = 102
# COc1cc(N)c2ncccc2c1SC across the screens: MDA-MB-231 = 95; MCF7 = 104; HS 578T = 92; T-47D = 93; BT-549 = 102; MDA-MB-468 = 107; LOX IMVI = 93; SK-MEL-28 = 106

# (cont.)
# Results follow in this order: MDA-MB-231, MCF7, HS 578T, T-47D, BT-549, MDA-MB-468, LOX IMVI, SK-MEL-28
- CS(=O)(=O)c1cccnn1
    102, 94, 89, 95, ., 74, 85, 117
- NC(=O)N/N=C1\CC2CC1C1C=CCC21 (stereo not drawn)
    92, 99, 99, ., 115, 105, 99, 119
- O=C1CC(Cc2coc(-c3ccc(Cl)cc3)n2)C(=O)N1c1ccccc1 (stereo not drawn)
    91, 95, 92, 80, 75, 68, 91, 99
- N#CC1CCCCC1
    104, 104, 122, 107, 113, 103, 94, 121
- CCOC(=O)NC(=S)n1oc(=O)c2ccccc21
    97, 100, 104, 99, 111, 106, 97, 103
- C=CCn1c(SC/C(=N\O)c2ccccc2)nnc1-c1ccc(OC)c(OC)c1
    94, 105, 97, 90, 124, 105, 88, 99
- COC(=O)C(Cc1ccc(O)cc1)n1cc(COc2nc(Cl)nc(N3CCCC3)n2)nn1 (stereo not drawn)
    108, 93, 104, 98, 108, 104, ., 107
- O=C(Nc1ccccc1O)c1cccc(Nc2ccc(Cl)cc2)c1
    100, 36, 99, 58, 89, 66, 55, 114
- COc1ccc(-c2cc(-c3ccc(Cl)cc3)nc3nc(N)nn23)cc1
    104, 90, 109, 91, 92, 78, 105, 116
- CC(=O)c1ccc(N=Nc2c(Nc3ccccc3)[nH][nH]c2=O)cc1
    91, 86, 88, 102, ., 99, 100, 115
- Clc1ccc(-c2noc(/C=C\c3ccccc3)n2)cc1
    109, 74, 119, 89, 102, 98, 97, 106
- N#Cc1c(-c2ccccc2Cl)cc(-c2ccc3ccccc3c2)[nH]c1=O
    ., 44, ., -21*, 3.4*, 5.0*, ., 68
- O=CNC1(c2ccccc2)CCCCC1
    111, 103, 110, 95, 112, 96, 98, 108
- CC(=O)Nc1ccc(S(=O)(=O)Nc2ccc(NS(=O)(=O)c3ccc(NC(C)=O)cc3)cc2)cc1
    100, 98, 111, 90, 106, 119, 98, 99
- O=S(=O)(O)c1ccc2c(c1)CCC2
    109, 94, ., 113, 101, 104, 102, 110

# 4 structures out of the list, sorted by heavy-atom count, ascending:
# Results follow in this order: MDA-MB-231, MCF7, HS 578T, T-47D, BT-549, MDA-MB-468, LOX IMVI, SK-MEL-28
- O=S(=O)(O)c1ccc2c(c1)CCC2
    109, 94, ., 113, 101, 104, 102, 110
- NC(=O)N/N=C1\CC2CC1C1C=CCC21 (stereo not drawn)
    92, 99, 99, ., 115, 105, 99, 119
- Clc1ccc(-c2noc(/C=C\c3ccccc3)n2)cc1
    109, 74, 119, 89, 102, 98, 97, 106
- CC(=O)Nc1ccc(S(=O)(=O)Nc2ccc(NS(=O)(=O)c3ccc(NC(C)=O)cc3)cc2)cc1
    100, 98, 111, 90, 106, 119, 98, 99

# Just MDA-MB-231, for 4 of the compounds above:
Molecule,MDA-MB-231
Cc1cc2c(C(C)C)c(O)c(O)cc2c2c1-c1c(C)cc3c(C(C)C)c(O)c(O)cc3c1OP(=O)(O)O2,95
CC/C(=C(/c1ccc(OCCN(C)C)cc1)c1ccc(OC(=O)CCC(=O)c2c(C)[nH]c(/C=C3\N=C(c4ccc[nH]4)C=C3OC)c2C)cc1)c1ccccc1,-30*
N#Cc1c(-c2ccc(F)cc2)cc(-c2ccncc2)[nH]c1=O,102
Cc1cc(C)c(S(=O)O)c(C)c1,102
